Screening data from PubChem BioAssay.
MEP2 TOR yeast: modulators of MEP2-GFP levels in yeast, primary screen, S. cerevisiae, multiplex flow cytometry, MLPCN library; S. cerevisiae MEP2-GFP strain, 3 h; 100% = DMSO control level; AID 2016, 2009; 330,000 compounds, 0.51% hits; GFP response vs DMSO, % at 10 µM;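 active = GFP response versus DMSO above a set limit, roughly screen mean plus 3 SD, cut at about 180% in these data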;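 note: median GFP fluorescence of the barcode-gated MEP2-GFP cells per well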
CR mimetic SO: reduction of superoxide in aged yeast, primary screen, HTS. S. cerevisiae aged cells, superoxide DHE fluorescence; hits give low values. 330,000 compounds, 0.18% hits. superoxide response (% of plate mean), % at 10 µM. AID 2690, 2010;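 active = superoxide response under a set limit, about three screen SD below normal, cut at about 65% in these data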;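 note: yeast aged for seven days with compound at 30 °C before DHE staining; 100% = average MFI of all compound-treated wells on the plate with controls excluded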
CIT2-GFP yeast: modulators of CIT2-GFP expression in yeast, primary screen, S. cerevisiae, GFP fusion, multiplex flow cytometry, MLPCN library. S. cerevisiae CIT2-GFP strain, 3 h; 100 means same as DMSO wells. 320,000 compounds, 0.065% hits. GFP response vs DMSO, % at 10 µM;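 active = GFP response relative to DMSO above a set limit, near the screen mean plus 3 SD, cut at about 150% in these data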;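 note: ratio of well median GFP fluorescence to mean of DMSO wells on the plate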
Efflux pump mplx: inhibitors of Candida efflux pumps in yeast, primary screen, S. cerevisiae, Nile Red, multiplex; S. cerevisiae Candida pump triplex; inhibition, % at 10 µM; 330,000 compounds, 0.44% hits;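 active = plate passing quality check with inhibition over a set limit, or well fluorescence over plate mean plus 4 SD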;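 note: Nile Red retained in pooled yeast measured as flow cytometry median fluorescence; 0% = buffer negative control and 100% = Enniatin B positive control; higher means more Nile Red kept so more efflux inhibition; some compounds called inactive have numbers as strong as hits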
AGP1 TOR yeast: modulators of AGP1-GFP expression in yeast TOR pathway, primary screen, cell-based, multiplex flow cytometry, S. cerevisiae, MLPCN library. 3 h; GFP as percent of DMSO wells. GFP response vs DMSO, % at 10 µM. 320,000 compounds, 0.02% hits;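 active = GFP response relative to DMSO above a set limit, near screen average plus 3 SD, cut at about 150% in these data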;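 note: median GFP channel fluorescence of the gated AGP1 strain per well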
RPL19A-GFP yeast: RPL19A-GFP expression modulators in yeast, primary screen, cell-based, S. cerevisiae, multiplex flow cytometry, MLPCN | S. cerevisiae RPL19A-GFP strain, 3 h; hits give low values | percent response vs DMSO, % at 10 µM | 330,000 compounds, 0.3% hits | AID 2025, 2009;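 active = percent response vs DMSO below 50%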;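 note: median channel GFP fluorescence of the barcoded RPL19A-GFP strain; ratio of sample median GFP to plate DMSO average so 100% = DMSO; lower means less RPL19A-GFP as with rapamycin TOR inhibition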
LAP4-GFP MLPCN: modulators of LAP4-GFP expression in yeast, primary screen, S. cerevisiae, multiplex flow cytometry, MLPCN library. 3 h; median GFP as percent of DMSO wells. GFP response vs DMSO, % at 10 µM. 320,000 compounds, 0.34% hits. AID 2023, 2009;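 active = GFP response vs DMSO above a set limit, about the screen mean plus 3 SD, cut at about 150% in these data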
AHR act: AHR activators, primary screen, cell-based, luminescence, luciferase reporter, human; activation, % at 5 µM; Aryl hydrocarbon receptor (Homo sapiens), P35869; AHR-responsive luciferase reporter cells; 320,000 compounds, 2.5% hits; in the data active = activation above about 47%;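 note: 0% = vehicle wells and 100% = reference agonist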
Target sequence (P35869 whole entry, looked up): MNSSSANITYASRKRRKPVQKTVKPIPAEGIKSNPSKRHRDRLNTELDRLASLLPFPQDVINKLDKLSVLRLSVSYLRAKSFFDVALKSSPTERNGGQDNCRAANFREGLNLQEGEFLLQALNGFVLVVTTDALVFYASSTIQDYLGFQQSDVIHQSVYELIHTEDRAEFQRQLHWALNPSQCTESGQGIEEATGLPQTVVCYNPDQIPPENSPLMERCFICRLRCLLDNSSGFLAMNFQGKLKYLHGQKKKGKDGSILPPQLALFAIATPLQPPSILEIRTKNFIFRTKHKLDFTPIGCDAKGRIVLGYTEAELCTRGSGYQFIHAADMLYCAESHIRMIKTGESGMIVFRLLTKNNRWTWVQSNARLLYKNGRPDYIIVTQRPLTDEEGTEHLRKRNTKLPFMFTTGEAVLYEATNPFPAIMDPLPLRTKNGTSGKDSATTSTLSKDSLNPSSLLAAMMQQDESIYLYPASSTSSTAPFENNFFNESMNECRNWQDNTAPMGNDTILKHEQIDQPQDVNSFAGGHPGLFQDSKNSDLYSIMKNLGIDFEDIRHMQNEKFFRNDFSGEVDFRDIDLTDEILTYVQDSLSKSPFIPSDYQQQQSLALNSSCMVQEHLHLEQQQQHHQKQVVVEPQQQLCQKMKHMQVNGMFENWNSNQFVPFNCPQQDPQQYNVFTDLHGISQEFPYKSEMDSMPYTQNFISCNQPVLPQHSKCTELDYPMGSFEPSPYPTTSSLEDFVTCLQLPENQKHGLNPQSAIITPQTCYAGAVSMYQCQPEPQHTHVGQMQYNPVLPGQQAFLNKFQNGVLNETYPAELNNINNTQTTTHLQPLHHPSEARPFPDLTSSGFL
Numbers without * were called inactive; nt = not tested or not shown; & = joins results of further samples. Compounds as they come. About 3.9% of those tested had a hit in this group.

SMILES	MEP2 TOR yeast	CR mimetic SO	CIT2-GFP yeast	Efflux pump mplx	AGP1 TOR yeast	RPL19A-GFP yeast	LAP4-GFP MLPCN	AHR act
CCc1ccc(N2CC(C(=O)Nc3cccc(S(=O)(=O)N4CCCC4)c3)CC2=O)cc1 (configuration not stated)	96	96	98	0.1	100	100	101	-1
COc1ccc(-n2c(=O)cc(N3CCOCC3)[nH]c2=O)cc1	101	95	100	0.1	100	97	103	0
Cc1ccc(C(=O)O)cc1NC(=O)Nc1ccc2c(c1)OCO2	106	95	96	0.0	100	98	104	17
O=C(COc1ccccc1Cl)NCCNC(=O)c1ccccn1	110	98	113	0.0	106	102	99	4
CCOC(=O)c1cnc(SCC(=O)OCC(=O)N(CC)C2CCS(=O)(=O)C2)nc1N (configuration not stated)	100	98	114	0.0	110	102	108	0
CCn1cc(C(=O)O)c(=O)c2cc(F)c(N/N=C/c3ccccc3)cc21	100	96	103	-0.2	102	106	89	15
CN(Cc1ccccc1)C(=O)CCS(=O)(=O)c1ccc2c(c1)oc(=O)n2C	114	106	107	0.0	104	106	99	0
Cc1ccc(-n2ncc3c(=O)n(-c4ccc(C)c(C)c4)c(C)nc32)cc1	104	87	106	-0.1	108	103	103	5
Cc1c(NC(=O)Cn2[nH]c(=O)c3ccccc3c2=O)c(=O)n(-c2ccccc2)n1C	102	97	102	0.0	101	98	96	3
Cc1cccc(OCC(=O)NNC(=O)c2ccccc2OCc2c(C)noc2C)c1	97	87	96	-0.1	98	96	104	0
CSc1ccccc1NC(=O)c1ccc(N2CCCC2=O)cc1	100	98	94	0.0	95	94	101	1
CCCCCCC(=O)Oc1cccc(N2C(=O)C3CCCCC3C2=O)c1 (configuration not stated)	84	107	84	0.7	88	91	90	8
N#Cc1c2c(nc(N)c1-c1ccccc1)CCCCC2	110	83	107	-0.1	111	104	105	-2
O=C(NC(=S)Nc1ccc(NC(=O)c2cccs2)cc1)c1ccc([N+](=O)[O-])cc1	91	98	99	0.3	95	106	99	8
C[n+]1c2n(c3ccccc31)N=C(c1ccccc1)CS2	107&100	90&93	102&97	-0.1&0.1	106&96	100&95	111&100	69*
O=C(COC(=O)CCC(=O)c1ccc2c(c1)OCCO2)NCc1ccc2c(c1)OCO2	101	108	103	0.1	105	103	99	-3
COc1ccc2c(c1)[nH]c1c(=O)n(Cc3ccncc3)cnc12	96	88	83	0.1	99	100	103	27
Cc1c(CC(=O)N2CCN(C(=O)C3COc4ccccc4O3)CC2)c(=O)oc2cc(O)c(Cl)cc12 (configuration not stated)	101	93	100	-0.1	103	103	101	-2
Cc1ccc(-c2nc(CSCC(=O)N3CCN(C(=O)c4ccco4)CC3)c(C)o2)cc1	116	119	96	0.3	101	95	103	3
CCN(CC(=O)NCc1cccs1)C(=O)c1cccc(S(=O)(=O)N(C)C)c1	104	97	93	0.0	93	100	99	1
COc1cc(NC(=O)CN2C(=O)NC(c3ccccc3)(c3ccccc3)C2=O)c(C)cc1[N+](=O)[O-]	102	93	94	-0.1	100	102	104	10
Cn1c2c(c(=O)n(C)c1=O)C(CC(=O)Nc1ccccc1)C(=O)N2 (configuration not stated)	94	100	91	-0.2	103	97	109	1
Cc1ccc(CN2CCNC(=O)C2CC(=O)N(Cc2c(C)nn(C)c2C)C2CC2)o1 (configuration not stated)	110	97	nt	-0.1	104	105	104	-1
CCOc1ccc(NC(=O)c2ccc(NC(=S)NC3CC3)cc2)cc1	104	99	102	0.0	90	104	80	8
O=C(NNC1=NS(=O)(=O)c2ccccc21)c1cccc([N+](=O)[O-])c1	97	104	96	-0.1	100	98	94	2
O=S(=O)(c1ccc(N2CCN(Cc3ccccc3)CC2)nc1)N1CCCC1	101	93	102	0.3	103	97	103	-1
Cc1c(C(=O)OCC(=O)Nc2c(C)n(C)n(-c3ccccc3)c2=O)cccc1[N+](=O)[O-]	105	96	113	0.0	106	118	116	-1
CCNCc1ccccc1OCc1ccccc1	105	99	108	0.1	105	116	91	2
Cc1cc(C)cc(N(CCC#N)C(=O)CSC2=Nc3ccccc3C3CC=NN23)c1 (configuration not stated)	105	110	117	0.0	109	104	106	9
CCOC(=O)C(C(=O)OCC)N(C#N)c1nc(N(C)C)nc(N(C)C)n1	92	98	85	0.0	96	99	103	2
Cc1ccc(C(c2c(C)n(C)n(-c3ccccc3)c2=O)c2c(C)n(C)n(-c3ccccc3)c2=O)s1	100	84	101	-0.2	102	98	101	1
O=[N+]([O-])c1cccnc1Sc1ccc(Br)cc1	98	92	98	0.1	103	99	100	-3
COc1ccc(N(C)C(=O)c2oc(=O)c3ccccc3c2-c2ccc(C)cc2)c(OC)c1	101	96	91	-0.1	101	99	115	0
COc1ccc(OC)c(S(=O)(=O)N2CCN(CC(O)COc3ccc(C#N)cc3)CC2)c1 (configuration not stated)	106	91	103	0.1	100	101	94	0
Cc1cc(=O)nc2c3ccccc3n(C(C)C(=O)Nc3cc(F)ccc3F)n12 (configuration not stated)	106	101	103	0.0	102	100	106	4
CCOC(=O)[C@H]1[C@H]2COc3ccc(Cl)cc3[C@@H]2N2C(=O)c3ccc(Cl)cc3NC(=O)[C@@]12C	107	95	99	-0.1	104	100	90	2
Cc1nn(C)c(Cl)c1CN1CCCC(CO)(Cc2cccc(Cl)c2)C1 (configuration not stated)	102	106	101	-0.1	96	103	88	4
CC(C)NCC(O)COCc1ccc(Cl)cc1 (configuration not stated)	104	78	103	0.0	112	105	101	-1
O=C(Cn1c2ccccc2c(=O)c2ccccc21)N/N=C/c1ccc(N2CCCC2)c([N+](=O)[O-])c1	103	103	103	-0.1	96	99	95	3
NC(=O)c1oc2ccccc2c1NC(=O)CS(=O)(=O)c1ccccc1	108	78	110	-0.2	112	102	106	7
CCOC(=O)c1cc(=O)c2ccc(OCC(=O)Nc3ccccc3)cc2o1	107	107	nt	0.2	nt	103	nt	4
C=CCn1c(SCC(=O)Nc2cccc(OC)c2)nnc1-c1cccnc1	100	102	106	-0.2	107	99	99	2
Cc1nc2ccc(NS(=O)(=O)c3c(C)c(C)cc(C)c3C)cc2s1	107	88	106	0.1	115	104	109	1
CC(C)CC(NC(=O)c1ccc(Cl)cc1)C(=O)OCc1cc([N+](=O)[O-])cc2c1OCOC2 (configuration not stated)	108	92	94	0.3	96	102	97	5
Cc1ccc(OC(=O)c2ccc3snnc3c2)cc1	96	93	99	0.0	98	99	104	1
Cc1cccc(-c2cc(C(=O)Nc3sc(C)c(C)c3C(N)=O)c3ccccc3n2)c1	114	123	117	0.0	108	102	107	36
Cc1cccc(NC(=S)NNC(=O)c2csc(C(C)C)c2)c1	102	78	103	-0.1	102	99	106	6
Cc1c(/C=N/NC(N)=O)c2ccccn2c1C(=O)c1ccncc1	100	110	94	-0.1	110	99	100	30
CCN(CC)C(=O)c1cccc(C)c1	102	99	88	0.0	98	106	121	-1
O=C(Nc1cccc([N+](=O)[O-])c1)ONC1=NCCCCC1	104	68	102	-0.2	106	103	112	4

A section from further up, for reference:
SMILES	MEP2 TOR yeast	CR mimetic SO	CIT2-GFP yeast	Efflux pump mplx	AGP1 TOR yeast	RPL19A-GFP yeast	LAP4-GFP MLPCN	AHR act
CCOC(=O)[C@H]1[C@H]2COc3ccc(Cl)cc3[C@@H]2N2C(=O)c3ccc(Cl)cc3NC(=O)[C@@]12C	107	95	99	-0.1	104	100	90	2
Cc1nn(C)c(Cl)c1CN1CCCC(CO)(Cc2cccc(Cl)c2)C1 (configuration not stated)	102	106	101	-0.1	96	103	88	4
CC(C)NCC(O)COCc1ccc(Cl)cc1 (configuration not stated)	104	78	103	0.0	112	105	101	-1
O=C(Cn1c2ccccc2c(=O)c2ccccc21)N/N=C/c1ccc(N2CCCC2)c([N+](=O)[O-])c1	103	103	103	-0.1	96	99	95	3
NC(=O)c1oc2ccccc2c1NC(=O)CS(=O)(=O)c1ccccc1	108	78	110	-0.2	112	102	106	7
CCOC(=O)c1cc(=O)c2ccc(OCC(=O)Nc3ccccc3)cc2o1	107	107	nt	0.2	nt	103	nt	4
C=CCn1c(SCC(=O)Nc2cccc(OC)c2)nnc1-c1cccnc1	100	102	106	-0.2	107	99	99	2
Cc1nc2ccc(NS(=O)(=O)c3c(C)c(C)cc(C)c3C)cc2s1	107	88	106	0.1	115	104	109	1
CC(C)CC(NC(=O)c1ccc(Cl)cc1)C(=O)OCc1cc([N+](=O)[O-])cc2c1OCOC2 (configuration not stated)	108	92	94	0.3	96	102	97	5
Cc1ccc(OC(=O)c2ccc3snnc3c2)cc1	96	93	99	0.0	98	99	104	1
Cc1cccc(-c2cc(C(=O)Nc3sc(C)c(C)c3C(N)=O)c3ccccc3n2)c1	114	123	117	0.0	108	102	107	36
Cc1cccc(NC(=S)NNC(=O)c2csc(C(C)C)c2)c1	102	78	103	-0.1	102	99	106	6

The list continues:
SMILES	MEP2 TOR yeast	CR mimetic SO	CIT2-GFP yeast	Efflux pump mplx	AGP1 TOR yeast	RPL19A-GFP yeast	LAP4-GFP MLPCN	AHR act
COc1ccc(N2C3=[N+](CCCC3)CC2(C)O)cc1 (configuration not stated)	102	95	101	0.0	104	99	104	-2
COc1ccc(C(C[N+](=O)[O-])C2(c3ccc(OC)c(OC)c3)C(=O)c3ccccc3C2=O)cc1 (configuration not stated)	92	118	88	0.2	95	93	108	1
Cc1c(Cl)cccc1NC(=O)Cc1cccs1	107	97	98	0.2	99	103	90	1
CN1CCN(C(=S)Nc2ccc(S(N)(=O)=O)cc2)CC1	94	93	96	0.0	93	94	101	-1
COc1ccc(NC(=O)CSc2nccn2Cc2ccco2)cc1	96	99	90	0.1	92	97	99	0
COc1ccc(CNCc2ccccc2C(F)(F)F)cc1	103	92	102	0.1	50	101	98	-3
Cc1cc(N2CCCC2=O)ccc1S(=O)(=O)NCCOc1ccccc1	94	102	94	-0.1	98	101	103	-1
COc1ccccc1-c1nnc(SCC(=O)c2c(N)n(C3CC3)c(=O)[nH]c2=O)n1C	109	80	96	-0.2	106	109	110	21
Cc1ccc(S(=O)(=O)Cn2nnnc2C(c2ccc(F)cc2)N2CCC(C(N)=O)CC2)cc1 (configuration not stated)	88	89	93	-0.1	92	93	nt	0
CCc1nc2c(c(=O)c3ccccc3n2C)c(=O)n1CCc1ccc(OC)cc1	100	108	86	0.3	108	101	100	41
COc1ccc(NC(=O)CCNS(=O)(=O)c2cccc3nonc23)cc1Cl	105	98	111	-0.2	106	103	104	10
O=C(CCCNC(=O)c1ccc(Cl)cc1)Nc1ccc(S(=O)(=O)Nc2ncccn2)cc1	104	103	110	-0.1	111	107	100	1
O=C(NCCc1ccc(Cl)cc1)c1cc(=O)[nH]c2ccccc12	101	100	94	0.1	99	100	100	-3
COc1cc(-c2nnc(SCc3ccccc3Cl)o2)cc(OC)c1OC	99	101	100	0.1	100	97	104	4
